GLP1R ag: qHTS of GLP-1 Receptor Agonists; Glucagon-like peptide 1 receptor (Homo sapiens), P43220; HEK293 GLP-1R CRE-luciferase, luminescence, 4-6 h; cells express a hypersensitive GLP-1R form; Potency, µM (titrated, usually from 45.6 µM), for inactives: at the top dose activation, usual class: activators; 380,000 tested, 0.007% active; also: potency is read from the fitted curve at half-maximal effect; % of control where 0% means no effect
Target sequence (P43220 whole entry, looked up): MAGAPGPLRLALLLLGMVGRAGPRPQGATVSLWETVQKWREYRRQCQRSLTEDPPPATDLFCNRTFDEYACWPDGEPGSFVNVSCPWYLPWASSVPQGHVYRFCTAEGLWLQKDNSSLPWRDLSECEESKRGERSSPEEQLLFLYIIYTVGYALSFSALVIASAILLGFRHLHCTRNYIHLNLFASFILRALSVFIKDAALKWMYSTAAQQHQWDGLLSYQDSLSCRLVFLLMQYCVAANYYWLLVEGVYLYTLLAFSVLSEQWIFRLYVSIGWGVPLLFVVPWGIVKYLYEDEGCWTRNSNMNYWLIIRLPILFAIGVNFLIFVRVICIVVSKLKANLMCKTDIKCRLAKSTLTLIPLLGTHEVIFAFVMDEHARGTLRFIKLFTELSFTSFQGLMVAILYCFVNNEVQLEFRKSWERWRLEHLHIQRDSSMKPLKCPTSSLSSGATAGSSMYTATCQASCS
EPAC1 agonist: qHTS for Agonist of cAMP-regulated guanine nucleotide exchange factor 3 (EPAC1): primary screen | Rap guanine nucleotide exchange factor 3 (Homo sapiens), O95398 | EPAC1 agonist qHTS, biochemical assay; response scale: 100% = response to 6.5 mM cAMP | Potency, µM (highest dose often 154 µM), without a hit: top-dose activation, most hits filed as activators | 360,000 tested, 0.073% active; also: potency is read from the fitted curve at half-maximal effect; nearly all actives have a fitted effect of over 60% in size
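EPAC1 100 nM, Rap1B–BODIPY-GDP 250 nM, unlabeled GDP 50 uM; compound titration; 5 min RT; kinetic read ex480/em540 at 5-min intervals ×30 min; data normalized to 6.5 mM cAMP agonist control.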
IL-2 act: qHTS of IL-2 Activators | IL-2 activation reporter assay, cell-based qHTS; stimulated with anti-CD3/CD4/CD28 beads; in transgenic mouse T cells | activation, % (series mostly up to about 46 µM) | 360,000 tested, 0.065% active | AID 652025, 2013; in the data active = activation above about 50%; inconclusive = mostly about 30% to 49%; also: 0% is about no effect
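Screening format: compound pinned onto unstimulated transgenic mouse T cells, 60 min incubation, then anti-CD3/anti-CD4/anti-CD28 bead stimulation for 18 hours at 37 degrees C, followed by EGFP and DsRed detection.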
PLK1 PBD block: qHTS for Inhibitors of PLK1-PDB (polo-like kinase 1 - polo-box domain): Primary Screen; Serine/threonine-protein kinase PLK1 (Homo sapiens), P53350; Plk1 PBD binding of FITC phosphopeptide, fluorescence polarization; Potency, µM, for the others: max response, negative = inhibition, hits mostly inhibitors; 360,000 tested, 2.8% active; AID 720504, 2013; also: potency is read from the fitted curve at half-maximal effect; series mostly up to about 57 µM; % is scaled to controls: 0 for no effect and ±100 for the full control effect; nearly all actives have a fitted effect of over 65% in size
HEK293 tox: qHTS of GLP-1 Receptor Inverse Agonists: Cytotox Screen; HEK293 cAMP-luciferase reporter cells, luminescence, 24 h; 410,000 tested, 0.13% active; Potency, µM (top dose mostly 38.3 µM), inactives show at the highest dose activity change, negative = inhibition, actives largely listed as inhibitors; AID 624418, 2012;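 also: loss of luciferase light is scored as toxicity; potency is read from the fitted curve at half-maximal effect; % is scaled to controls: 0 for no effect and ±100 for the full control effect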
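To flag toxic compounds, the library was rerun on cells for 24 hr at 37 deg C and 5% CO2. Viability-linked luminescence was captured 12 min after adding luciferase detection reagent.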
PTHR1 agonist: qHTS for PTHR1 Agonists: Primary Screen. Parathyroid hormone/parathyroid hormone-related peptide receptor (Homo sapiens), Q03431. HEK293 GP2 PTHR1 cells, GloSensor cAMP luminescence, 1 h. Potency, µM (series often up to 115 µM), without a hit: top-dose activation, hits mostly activators. 410,000 tested, 0.075% active. AID 743266, 2014; also: potency is read from the fitted curve at half-maximal effect; nearly all actives have a fitted effect of over 55% in size; some results filed as inactive show a strong effect at the top dose; inactives centre near -15; many of its hits are not listed in these tables
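HEK-293-derived GP2 cells expressing PTHR1 and a GloSensor cAMP reporter, 3,000/well, plated overnight, given luciferin plus IBMX (each 0.5 mM as added) for 1 h at 37 °C, then compound for 1 h at 37 °C. Luminescence was read after 15 min at room temperature.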
GLP-1R inv ag: qHTS of GLP-1 Receptor Inverse Agonists (Inhibition Mode) | HEK293 GLP-1R CRE-luciferase, luminescence, 24 h; GLP-1R form is constitutively active | 410,000 tested, 1.6% active | AID 624417, 2012 | Glucagon-like peptide 1 receptor (Homo sapiens), P43220 | Potency, µM (series often up to 38.3 µM), for inactives: at the highest dose activity change, negative = inhibition, actives largely listed as inhibitors; also: potency is read from the fitted curve at half-maximal effect; % is scaled to controls: 0 for no effect and ±100 for the full control effect; nearly all actives have a fitted effect of over 55% in size
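Assay principle: reduced luminescence from a cAMP-responsive reporter in HEK293 cells co-expressing a constitutively active GLP-1R. Conditions: 24 hr compound incubation, 37 deg C, 5% CO2.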
PI5P4Ka inh: qHTS for Inhibitors of phosphatidylinositol 5-phosphate 4-kinase (PI5P4K); PI5P4Kalpha enzyme, ADP-Glo luminescence, 60 min; stronger effect = lower value; max response, %; 330,000 tested, 1.2% active; AID 652105, 2013; active = max response of -50% or lower; inconclusive = between -30% and -50%; inactive = -30% or higher; also: value at the top dose of about 77 µM; % is scaled to controls: 0 for no effect and ±100 for the full control effect
Target sequence (P48426 whole entry, looked up): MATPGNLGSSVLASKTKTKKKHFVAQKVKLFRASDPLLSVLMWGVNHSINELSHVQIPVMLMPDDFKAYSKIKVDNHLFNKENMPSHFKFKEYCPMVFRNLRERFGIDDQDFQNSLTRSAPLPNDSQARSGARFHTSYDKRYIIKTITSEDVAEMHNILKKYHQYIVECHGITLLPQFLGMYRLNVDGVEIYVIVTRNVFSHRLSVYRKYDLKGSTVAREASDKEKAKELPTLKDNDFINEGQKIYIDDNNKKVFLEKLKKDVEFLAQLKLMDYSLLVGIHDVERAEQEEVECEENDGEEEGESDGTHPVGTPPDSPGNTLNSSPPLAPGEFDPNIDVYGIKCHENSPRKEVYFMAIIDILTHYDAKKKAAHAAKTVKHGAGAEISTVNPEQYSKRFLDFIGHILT
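Single end-point luminescence (ADP-Glo) quantified ADP from PI5P4Kalpha turnover; ATP 5 microM final, 1 h at RT, 0.1% CHAPS and 0.28 mM EGTA in HEPES pH 7.4.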
EPAC1 antagonist: qHTS for Antagonist of cAMP-regulated guanine nucleotide exchange factor 3 (EPAC1): primary screen | 360,000 tested, 0.14% active | AID 720709, 2013 | EPAC1 GEF assay, Rap1b-BODIPY-GDP exchange fluorescence | Potency, µM (doses to about 115 µM), without a hit: at the highest dose activity change, negative = inhibition, hits mostly inhibitors;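 also: potency is read from the fitted curve at half-maximal effect; plate controls were vehicle for no effect and positive control for full effect; nearly all actives have a fitted effect of over 50% in size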
An asterisk follows results filed as active; i = inactive; ? = inconclusive; · = no result given; & = joins results of further samples; [ ] = another dose, or the depositor's remark. Unless noted, calls follow the shape of the dose curve; as a rule, active = well fitted curve in the direction sought with a large enough effect; inconclusive = small, poorly fitted or top-dose-only effect, or another doubt; inactive = no such curve, though single readings can be large; an effect the other way counts as inactive or inconclusive. Not all compounds are listed; the hit share may differ from the screen's.

SMILES	GLP1R ag	EPAC1 agonist	IL-2 act	PLK1 PBD block	HEK293 tox	PTHR1 agonist	GLP-1R inv ag	PI5P4Ka inh	EPAC1 antagonist
Cn1cc(/C=C/C(=O)N2CCCC(C(=O)c3cccc(C(F)(F)F)c3)C2)cn1 (stereo not given)	11%	-10%	-0.6	-7%	1%	-7%	-25%	1	15%
Cc1ccc(-n2c(=O)cc(N3CC(C)OC(C)C3)[nH]c2=O)cc1 (stereo not given)	3%	-2%	-3.0	-4%	5%	i	9%	1	9%
CCOc1ccc(Br)cc1S(=O)(=O)NC1=NCCCCC1	1%	-2%	-0.1	0%	-3%	-4%	-8%	-3	-1%
CN(C)CC1CCCCC1OC(=O)/C=C/c1ccccc1 (stereo not given)	4%	1%	-2.6	3%	-7%	-12%	?	3	-10%
CCOC(=O)N1CCN(C(=O)CSc2nnc(-c3ccccc3OC)o2)CC1	0%	20%	0.2	2%	9%	i	1%	-3	-2%
Cc1c(C(=O)NCCNc2ncc(C(F)(F)F)cc2Cl)cccc1[N+](=O)[O-]	10%	-7%	6.7	2%	0%	i	?	29	3%
CCc1c(C(=O)N2CCN(c3ccccc3F)CC2)[nH]c(C)c1C(C)=O	-10%	0%	-3.3	-7%	2%	-6%	7%	1	0%
CNc1ccc(OC(F)F)cc1C(=O)c1ccccc1	6%	16%	-1.1	0%	2%	i	0%	·	-7%
COc1ccc(C(=O)NC(=S)Nc2cccnc2)cc1Cl	-1%	-5%	0.8	-7%	0%	6%	-4%	-17	-16%
O=C(Nc1nnc(C2CC2)s1)C1Cc2ccccc2CN1S(=O)(=O)c1ccccc1F (stereo not given)	0%	5%	-0.4	-5%	?	-37%[inhibitor][57.5 µM]	0%	·	-16%
Cc1cc(=O)[nH]c(-c2ccccc2O)n1	2%	8%	-2.6	-9%	3%	-20%	5%	·	3%
CCCOC(=O)CCCCC1SCC(NC(=O)OC)C1NC(=O)OC (stereo not given)	-1%	-5%	-0.2	-4%	9%	-5%[57.5 µM]	1%	·	-17%
CCN(CC(=O)NCc1cccs1)C(=O)c1cccc(S(=O)(=O)Nc2ccc(C)cc2)c1	1%	7%	-0.4	2%	8%	i	-6%	-5	-3%
COc1cccc(CN2CC(C(=O)NCCOc3cccnc3)CCC2=O)c1 (stereo not given)	0%	10%	-1.9	17µM*	1%	?	12%	2	-18%
O=C(CNC(=O)c1ccc(Cl)cc1)NCCCn1ccnc1	-1%	0%	-0.9	-1%	-13%	-10%	-6%	2	2%
O=[N+]([O-])c1ccc(/C=N/n2c(-c3cccnc3)n[nH]c2=S)cc1	-4%	4%	0.5	-24%	1%	-5%	4%	-24	-2%
Cc1cc(NC(=O)CNCC(c2ccccc2)N(C)C)c([N+](=O)[O-])cc1C (stereo not given)	5%	-11%	0.0	-6%	18%	-7%	-16%	14	-6%
Cc1ccc(C(=O)N/C(=C\c2ccc(Br)cc2)c2nc(=S)[nH][nH]2)cc1	-3%	-5%	-1.9	-4%	-27%	i	-5%	·	-13%
COc1ccc(Cl)cc1C(=O)NNC(=O)c1cccs1	1%	-3%	0.1	-2%	-9%	-19%	-1%	-5	-7%
CC(=O)N1CC(C)c2scc(C)[n+]2-c2ccccc21 (stereo not given)	-1%	15%	-1.6	-21%	6%	i	-4%	0	-24%
COc1ccc(CNC(=O)[C@@H](NC(=O)C2CCN(C(=O)[C@@H](N)CCSC)CC2)C(C)C)cc1	-4%	-30%	-0.1	-1%	?	i	4%	-9	0%
O=C(Nc1ccccc1)c1cc2ccccc2o1	-5%	3%	-1.8	1%	-7%	-1%[57.5 µM]	?	1	11%
COc1ccc(NC(=O)N2c3ccccc3C(C)=CC2(C)C)cc1	4%	17%	3.9	-21%	-6%[7.66 µM]	0%	2%[7.66 µM]	0	2%
Clc1ccc2nc(-c3ccccc3)nc(C(Cl)Cl)c2c1	1%	-1%	-3.1	-14%	-28%	-12%	?	10	6%
CCc1nnc(NC(=O)Nc2ccc(Cl)cc2)s1	-1%	11%	1.5	-8%	2%	-21%	-6%	-3	-11%
O=C(Nc1cccc(Cl)c1)Nc1ccnc(-c2cccnc2)n1	0%	8%	1.6	-7%	-21%	-19%	?	4	-2%
Cc1cc(C)c(NC(=O)CN(C)C(=O)CCN2C(=O)C3CCCCC3C2=O)c(C)c1 (stereo not given)	-3%	6%	-0.7	-14%	0%	-12%	-15%	-14	-11%
COc1ccc(N2CCN(C(CNC(=O)c3ccc4c(c3)OCO4)c3cccnc3)CC2)cc1 (stereo not given)	7%	1%	2.0	1%	-8%	-18%[57.5 µM]	-17%	4	11%
Cc1ccc(CSc2ncnc3c2cnn3-c2ccc(C)cc2)cc1	0%	12%	-2.2	-10%	-16%	-23%	15%	-3	-2%
COc1ccccc1N1CCN(C(=O)CCc2nnc3ccc(N4CCC(C)CC4)nn23)CC1	6%	-4%	-2.0	-6%	?	-22%	-19%	8	3%
O=C(c1cc(F)ccc1F)N1CCC(N2CCC(C(=O)N3CCCC3)CC2)CC1	-1%	-4%	0.2	-2%	-5%	-12%	6%	2	2%
NC(N)=Nc1nc(-c2ccccc2)c2cc(F)ccc2n1	-1%	-6%	0.4	-10%	?	i	?	-8	-1%
COc1ccccc1C(=O)OCC(=O)NC1CCCC1	17%	8%	0.2	-6%	7%	i	1%	3	9%
CCC(C(=O)OC)n1cnc2c(nnn2-c2ccc(F)cc2)c1=O (stereo not given)	-5%	-2%	-0.8	0%	5%	i	2%	9	-3%
CCOc1ccc(CCNC(=O)c2cc3ccccn3n2)cc1OCC	30%	-2%	-4.9	-4%	19%	-40%[inhibitor]	39%[activator]	0	-9%
COc1ccc2cc(C(=O)NCc3ccccc3CN3CCCC3)ccc2c1	-1%	-5%	0.2	-11%	-14%	?	?	7	33%[activator]

Part of the list above, bar-delimited:
structure | GLP1R ag | EPAC1 agonist | IL-2 act | PLK1 PBD block | HEK293 tox | PTHR1 agonist | GLP-1R inv ag | PI5P4Ka inh | EPAC1 antagonist
COc1ccccc1N1CCN(C(=O)CCc2nnc3ccc(N4CCC(C)CC4)nn23)CC1 | 6% | -4% | -2.0 | -6% | ? | -22% | -19% | 8 | 3%
CCOc1ccc(CCNC(=O)c2cc3ccccn3n2)cc1OCC | 30% | -2% | -4.9 | -4% | 19% | -40%[inhibitor] | 39%[activator] | 0 | -9%
NC(N)=Nc1nc(-c2ccccc2)c2cc(F)ccc2n1 | -1% | -6% | 0.4 | -10% | ? | i | ? | -8 | -1%
Cc1ccc(CSc2ncnc3c2cnn3-c2ccc(C)cc2)cc1 | 0% | 12% | -2.2 | -10% | -16% | -23% | 15% | -3 | -2%

Carrying on:
SMILES	GLP1R ag	EPAC1 agonist	IL-2 act	PLK1 PBD block	HEK293 tox	PTHR1 agonist	GLP-1R inv ag	PI5P4Ka inh	EPAC1 antagonist
COC(=O)CNC(=O)c1cccc(-c2ccc(OC)cc2)c1	1%	-13%	-0.2	-6%	169%[activator]	i	10%	-9	?
O=C1c2ccccc2C2NC(=O)C3(CCCCC3)N12 (stereo not given)	-4%	-11%	-4.0	-5%	-23%	i	0%	1	6%
CC(C)[C@H](NC(=O)OC(C)(C)C)c1nnc(S(=O)(=O)Cc2c(F)cccc2Cl)o1	-20%	0%	-4.2	9.5µM*	?	-6%[57.5 µM]	?	·	0%
CCOc1ccc(C(=O)N[C@H](C(=O)Nc2cccc(S(=O)(=O)N3CCOCC3)c2)C(C)C)cc1	-3%	-14%	-0.3	-2%	16%	i	-13%	0	8%
Cc1nn(C)c(Oc2ccc(Cl)cc2)c1C(=O)Nc1ccc(F)cc1F	-2%	7%	0.2	-4%	-11%	i	0%	·	-14%
CC(C)CN(C(=O)c1ccc(=O)n(C)n1)c1nc2ccccc2s1	25%	-4%	-3.2	-10%	9%	?	49%[activator]	5	-11%
CC1=C(/C=C/C(C)=C/C=C/C(C)=C/CO)C(C)(C)CCC1	-4%&5%	-16%	-0.1	-8%	9%	-65%[inhibitor]	-3%	-1	10%
CC(=O)Nc1ccc(S(=O)(=O)NCc2ccncc2)cc1	5%	-5%	-2.6	-15%	13%	-21%	31%[activator]	1	-11%
COc1ccc(CNC(=O)CN(C(=O)c2snc(C(N)=O)c2N)c2ccc(OC)c(OC)c2)cc1	7%	-11%	-0.1	1%	9%	2%	2%	2	3%
COc1ccc(-n2c(=O)c(CCC(=O)N3CCN(c4ccccc4O)CC3)nc3ccccc32)cc1	-1%	-4%	-6.3	-10%	-14%	-4%	?	?	-10%
COc1ccc(S(=O)(=O)N2CCC(C(=O)NCCC3=CCCCC3)CC2)cc1OC	2%	0%	-1.9	-7%	20%	-42%[inhibitor]	-1%	·	3%
CCOc1ccc(NC(=O)C2CCCN(S(=O)(=O)c3c(C)n[nH]c3C)C2)cc1 (stereo not given)	0%	-8%	-1.6	-2%	-21%	-88%[inhibitor]	0%	0	3%
Cc1cccc(C(=O)O/N=C(\N)c2cccc([N+](=O)[O-])c2)c1	1%	4%	2.3	-16%	4%	-7%[57.5 µM]	0%	·	-7%
COc1cc(C2C(C(=O)c3cccs3)=C(O)C(=O)N2Cc2ccco2)cc(OC)c1OC (stereo not given)	2%	0%	-0.8	-12%	0%	-54%	4%	-1	-18%
Cc1ccc(C(=O)OCC(=O)NC(C)C)cc1S(=O)(=O)N1CCOCC1	2%	16%	2.9	-10%	-3%	i	32%[activator]	-8	9%
CCOn1c(=O)c(C)[n+]([O-])c2ccccc21	5%	-2%	0.0	-2%	2%	?	-6%	0	11%

Bioassay records: PubChem BioAssay, National Center for Advancing Translational Sciences (NCATS)
